Screens: PubChem BioAssay, several laboratories
CaV13 FRET inh – Primary screen for inhibitors of IQ motif and Ca2+-dependent inactivation inhibitor domain binding in CACNA1D, Förster resonance energy transfer in living cells, … | AID 743397 | actives 0.098% (n = 340,000) | inhibition, % at 12.3 µM | HEK cells, CFP/YFP FRET ICDI-IQ, plate reader, 10 min; percent FRET-ratio fall versus neutral wells;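 active = mean replicate inhibition of at least 30% and at least 1% of replicates passing that level; inconclusive = only one of the two criteria is met; inactive = neither criterion is met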;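 also: 0% = median of the neutral control wells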
PDI inh – inhibitors of human PDI, primary screen, biochemical, turbidity, single point, plate reader. Protein disulfide-isomerase (Homo sapiens), P07237. PDI insulin aggregation turbidity, A650, 90 min. inhibition, % at 10 µM. actives 0.052% (n = 350,000). AID 588391, 2011;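 active = mean inhibition across replicates of 30% or more, whatever share of single replicates reach that level; inconclusive = mean inhibition below 30% while every single replicate reaches 30%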;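 also: absorbance from insulin aggregation driven by PDI reduction with DTT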
Target sequence (P07237 whole entry, looked up): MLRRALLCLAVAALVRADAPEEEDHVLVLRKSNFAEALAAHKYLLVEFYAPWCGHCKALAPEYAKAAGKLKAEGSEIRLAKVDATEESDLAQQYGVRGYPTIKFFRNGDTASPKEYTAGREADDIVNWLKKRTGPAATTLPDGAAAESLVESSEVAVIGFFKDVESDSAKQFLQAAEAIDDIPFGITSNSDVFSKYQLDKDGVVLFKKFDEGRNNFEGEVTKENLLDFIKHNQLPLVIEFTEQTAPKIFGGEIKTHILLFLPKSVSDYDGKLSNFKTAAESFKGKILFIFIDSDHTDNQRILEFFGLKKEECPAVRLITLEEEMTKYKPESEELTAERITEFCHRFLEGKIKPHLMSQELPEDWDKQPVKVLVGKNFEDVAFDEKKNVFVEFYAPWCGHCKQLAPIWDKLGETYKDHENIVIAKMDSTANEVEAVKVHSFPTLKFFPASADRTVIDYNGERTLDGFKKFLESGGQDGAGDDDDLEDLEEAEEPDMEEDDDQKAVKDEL
TRPM1 prom inh – inhibitors of MITF-dependent TRPM1 promoter reporter, primary screen, cell-based, SK-MEL-5, single point, luciferase. SK-MEL-5 TRPM1 promoter luciferase, 24 h. inhibition, % at 12.5 µM. actives 0.83% (n = 330,000). AID 488899, 2010;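 active = mean inhibition across replicates of 60% or more, whatever share of single replicates reaches that level; inconclusive = some that reach 60%, reason not given; inactive = mean inhibition across replicates below 60%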; also: values of inactives mirror those of a sister screen read the other way
CF NFkB inh – inhibitors of PAF-induced NF-kB signaling, primary screen, cell-based, GFP fluorescence, uHTS; inhibition, % at 5 µM; actives 0.86% (n = 360,000); AID 588850, 2011; KKLEB NF-kB-GFP reporter, GFP fluorescence overnight;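 active = at least 50% inhibition at 5 µM, scaled per plate between neutral and stimulator controls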;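 also: PAF is a Pseudomonas aeruginosa culture filtrate used as stimulus; plate controls were PAF-stimulated DMSO wells for no effect and unstimulated DMSO wells for full effect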
KKLEB cytotox – cytotoxicity in KKLEB CF airway cells, primary screen, cytotoxicity control for CF NF-kB inhibitor project, cell-based, uHTS, fluorescence assay plates. KKLEB CF airway cells viability, ATPlite luminescence, overnight; active compounds read low; cells stimulated with P. aeruginosa culture filtrate. activity change (cytotoxicity), % at 5 µM. actives 0.36% (n = 360,000). AID 602141, 2011;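 active = corrected activity change at or below -50% at 5 µM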
Vif inh – HIV Vif self-association inhibitors, primary screen, imaging, HEK293T, single point. HEK293T cells, Vif self-association by quenched fluorescence, 24 h. inhibition, % at 7.49 µM. actives 0.35% (n = 340,000). AID 602346, 2012; in the data active = inhibition above about 50%, passing the limit was not always enough; inconclusive = no clear call, values can overlap the other calls; inactive = below about 31%; also: some results filed as inactive read as strong as hits
Peg3 promoter – Peg3 promoter-driven luciferase inhibitors, primary screen, cell-based, HeLa, luciferase luminescence; HeLa PEG-Prom luciferase reporter, overnight; inhibition, % at 20 µM; actives 1.7% (n = 360,000);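 active = inhibition of at least 50% at 20 µM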
NR2E3 ag-1 – inhibitors of NR2E3-RetCOR corepressor binding, primary screen, NR2E3 agonist project, biochemical, TR-FRET, GST-NR2E3, biotin-RetCOR; inhibition of corepressor binding, % at 4.78 µM; Photoreceptor-specific nuclear receptor (Homo sapiens), Q9Y5X4; actives 0.12% (n = 320,000); 1536-well; AID 2300, 2010;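 active = percent inhibition above the cutoff of mean plus 3 SD of all tested compounds, set per screening campaign, cut at about 20% in these data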;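 also: 0% = DMSO wells and 100% = biotin wells as full block of FRET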
Target sequence (Q9Y5X4 whole entry, looked up): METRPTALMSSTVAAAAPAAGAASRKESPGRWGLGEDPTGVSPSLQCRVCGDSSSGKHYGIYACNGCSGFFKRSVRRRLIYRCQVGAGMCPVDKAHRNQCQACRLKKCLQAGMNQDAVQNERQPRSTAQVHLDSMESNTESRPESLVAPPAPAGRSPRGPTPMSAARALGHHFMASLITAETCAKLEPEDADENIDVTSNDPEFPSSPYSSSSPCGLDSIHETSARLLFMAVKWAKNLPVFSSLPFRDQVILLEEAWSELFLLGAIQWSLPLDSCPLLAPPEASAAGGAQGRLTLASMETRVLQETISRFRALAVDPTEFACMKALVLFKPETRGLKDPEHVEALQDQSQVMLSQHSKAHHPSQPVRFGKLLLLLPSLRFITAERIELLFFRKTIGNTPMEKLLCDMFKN
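Format: 1536-well format; test system: GST-NR2E3 and biotin-RetCOR proteins; read-out basis: percent inhibition of TR-FRET ratio; timing: 5 h incubation at 4 °C; detection: time-resolved FRET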
HIF-2a block – HIF-2a reporter inhibitors, primary screen, luminescence, 786-0 RCC cells; 786-0 RCC cells HIF-2a reporter, luciferase luminescence, overnight; inhibition, % at 18.8 µM; actives 0.72% (n = 360,000); AID 624352, 2012;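 active = inhibition of the luminescence signal of 40% or more relative to plate controls, in a single-dose primary screen at 18.75 µM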
Shn3 3UTR inh – reduction of Shn3 3'UTR firefly luciferase signal, primary screen, Schnurri-3 inhibitor project, cell-based, Clone20 osteoblasts, set 2. Clone20 osteoblast Shn3 3'UTR firefly luciferase, 24 h. inhibition, % at 12.5 µM. actives 0.52% (n = 360,000);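 active = mean inhibition of at least 75% with every replicate also reaching 75%; inconclusive = mean inhibition at least 75% but some replicate below; inactive = mean inhibition below 75%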;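 also: 0% = median of neutral control wells and 100% = pilot-screen positive control compound; some compounds past the cut are filed as inactive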
NR2E3 ag-2 – NR2E3 agonists in two-hybrid cells, primary screen, cell-based, luminescence, CHO-S, Gal4-NCOR/VP16-NR2E3; luciferase; actives 0.35% (n = 360,000); AID 602229, 2012; inhibition of corepressor binding, % at 3.98 µM;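 active = inhibition above the mean of all tested compounds plus 3 SD, cut at about 70% in these data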;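 also: 0% = DMSO with NR2E3 transfected cells and 100% = cells lacking NR2E3 construct; higher means lower luciferase signal from less NR2E3 corepressor binding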
Starred values were filed as active, the others as inactive; u = inconclusive; x = not tested or not shown.

SMILES | CaV13 FRET inh | PDI inh | TRPM1 prom inh | CF NFkB inh | KKLEB cytotox | Vif inh | Peg3 promoter | NR2E3 ag-1 | HIF-2a block | Shn3 3UTR inh | NR2E3 ag-2
O=C(C1=C[C@@H](c2ccc(C(F)(F)F)cc2)C[C@@H](OCc2ccc(CO)cc2)O1)N1CCOCC1 | -11.3 | 1.4 | 5.7 | -5.6 | 3.6 | -9.1 | 1.8 | 0.5 | 2.0 | 9.5 | -0.6
Cc1ccc(S(=O)(=O)N2CCN(C(=O)c3cc(S(=O)(=O)N(C)C)ccc3N3CCCC3)CC2)c(C)c1 | -5.4 | 2.2 | -1.8 | -7.8 | 6.2 | 4.4 | 17.6 | x | 13.5 | 12.3 | -11.9
COC(=O)c1cccnc1-n1c(=O)c2cccnc2n(Cc2cccc(C(F)(F)F)c2)c1=O | -7.0 | 9.6 | 6.7 | 3.6 | 6.6 | 2.0 | 14.0 | 0.2 | 23.7 | x | 19.2
CCOc1ccccc1C1C2C(=O)N(c3ccccc3)C(=O)C2ON1c1ccccc1 (configuration not stated) | -7.5 | 4.2 | 8.1 | -6.4 | 10.3 | 12.3 | -13.3 | -0.3 | 10.8 | -5.4 | -40.9
COC(=O)c1ccc2c(=O)n(CC3CCCO3)c(SCC(=O)Nc3ccc(OC)cc3OC)nc2c1 (configuration not stated) | -1.0 | -1.3 | -18.3 | 5.7 | -11.6 | 10.3 | 1.9 | 2.3 | 8.0 | 30.0 | -10.9
Cc1cc(F)cc(-c2cc(C(=O)NCc3ccco3)[nH]n2)c1 | -6.3 | 1.2 | x | -8.2 | -1.1 | 6.5 | -88.5 | x | -142.1 | 4.3 | 11.7
c1ccc(Cc2nnc3sc(-c4cccs4)nn23)cc1 | -5.5 | -5.0 | 5.8 | 5.4 | -7.1 | -4.9 | 15.8 | 4.3 | -13.8 | 5.1 | 6.4
CCCc1nc2ccc(C)cn2c1Cc1ccc(OC)cc1C | -6.5 | x | x | -28.2 | 10.9 | x | -33.5 | x | -16.3 | 19.3 | -27.9
CCOC(=O)c1cn(CC(=O)Nc2cccc(Cl)c2C)nn1 | -5.0 | 1.2 | 8.5 | 11.3 | -11.0 | 3.1 | 11.8 | -1.0 | 0.9 | 95.4* | -42.1
CC12CCCC(C(C#N)C(N)=O)(C1)NC(=O)C2C#N (configuration not stated) | -9.2 | 6.3 | 2.5 | -9.4 | -14.4 | -2.9 | 1.1 | x | 4.6 | 3.2 | 18.6
O=C(CSc1nnc(-c2ccncc2)o1)NC1C2CC3CC(C2)CC1C3 (configuration not stated) | -8.3 | -18.0 | 9.8 | 3.1 | -1.8 | -7.8 | 2.9 | 5.6 | 9.1 | 8.6 | 8.3
CCOCCn1c(CN2CCCCC2C)nc2c1c(=O)n(C)c(=O)n2C (configuration not stated) | 20.1 | x | x | -4.4 | 7.2 | 9.8 | -6.6 | 1.0 | 6.0 | -21.3 | -14.9
CCc1ccc(OCCOC(=O)Nc2ccccc2)cc1 | -3.7 | -1.6 | -4.9 | 23.6 | 0.3 | -4.4 | -5.7 | 4.4 | -30.9 | -4.3 | -1.9
CCCCCCCC(=O)N/N=C(\C)c1cccnc1 | -4.4 | 1.7 | -6.0 | 1.3 | -1.8 | -2.2 | -6.8 | -0.2 | 9.6 | -14.7 | -5.0
CC1CCCCC1NC(=O)COC(=O)/C=C/c1ccc2c(c1)OCO2 (configuration not stated) | -2.0 | -5.4 | -5.3 | 10.6 | 0.5 | 5.6 | 6.2 | -0.1 | 6.6 | 13.8 | -11.6
CCOc1ccc2nc(Cl)c(/C=C/C(=O)c3ccco3)cc2c1 | -4.7 | 4.2 | -3.7 | 9.0 | -11.2 | -2.5 | -15.3 | -2.7 | -40.1 | -38.3 | -62.6
O=C(Nc1nnc(S(=O)(=O)N2CCOCC2)s1)c1ccccc1F | -2.7 | 0.9 | 1.0 | 14.1 | -9.2 | 1.9 | -6.3 | -0.7 | -12.9 | -13.9 | -16.1
CCOc1ccc(N=C2NN=C(c3cc(C)n(CC4CCCO4)c3C)CS2)cc1 (configuration not stated) | 1.7 | -4.9 | -23.2 | -17.6 | 7.1 | 6.7 | -49.3 | -0.5 | -6.0 | 5.5 | -31.3
O=C(CCNC(=O)C1CCN(S(=O)(=O)c2ccc(F)cc2)CC1)NCc1cccnc1 | -2.6 | 9.4 | -4.9 | -4.3 | -3.9 | -6.7 | -6.1 | -0.1 | 11.3 | -10.5 | -3.5
O=S(=O)(Nc1cccc2c1CCCC2)c1ccc(Cl)cc1 | -5.3 | -1.9 | -5.9 | 15.2 | -14.4 | -5.7 | 14.4 | -0.3 | -2.3 | 21.5 | -27.9
O=c1cc(-c2ccccc2)cc(-c2ccccc2)n1CCCO | -10.5 | -4.5 | -0.7 | 14.5 | -3.7 | -0.5 | -3.9 | 1.5 | 11.6 | 2.9 | 21.3
CC(Cc1ccccn1)NC(=O)CCc1nnc(C2CCCCC2)o1 (configuration not stated) | 2.8 | -3.5 | -1.1 | -6.0 | -3.1 | 2.8 | -21.3 | 3.9 | -44.0 | -16.1 | -17.2
COC(=O)C12CC3CC(C1)CC(n1cnc(Cl)n1)(C3)C2 | -4.5 | -3.0 | 13.9 | 3.3 | -8.2 | 1.5 | 10.0 | -3.9 | 4.0 | 2.6 | -6.5
CCN(CC)S(=O)(=O)c1cccc(-c2nnc(SCC(=O)NC3CCCCCC3)n2N)c1 | -5.5 | 5.6 | 10.1 | -0.6 | 2.3 | -2.4 | 20.0 | 0.2 | 11.4 | 12.3 | -1.2
O=C(CSc1nnc(Cc2cccs2)n1Cc1ccco1)Nc1cccc(Cl)c1 | -2.5 | -1.1 | 8.0 | 3.9 | 5.0 | 0.6 | 11.2 | -0.2 | 16.9 | 6.8 | -16.1
(listing goes on)
SMILES | CaV13 FRET inh | PDI inh | TRPM1 prom inh | CF NFkB inh | KKLEB cytotox | Vif inh | Peg3 promoter | NR2E3 ag-1 | HIF-2a block | Shn3 3UTR inh | NR2E3 ag-2
COC(=O)c1sc(NC(=O)COc2cccc3ccccc23)nc1C | -4.7 | 3.5 | -13.0 | -0.3 | 4.2 | -5.0 | -6.2 | 1.0 | 2.0 | 2.9 | -23.9
Cc1c(C)c2ccc(OCC(=O)Nc3ccccn3)c(C)c2oc1=O | -3.2 | -5.2 | 86.5* | 0.7 | -90.5* | -19.2 | 93.4* | -2.6 | 77.6* | 93.9* | -13.7
Cc1c(O)nc(SCC(=O)Nc2cccc(C(F)(F)F)c2)n(-c2ccccc2)c1=O | -6.0 | 2.9 | 2.6 | -17.0 | 9.6 | 4.0 | -4.4 | x | -13.0 | 4.6 | -17.1
COc1ccc(C(CNC(=O)C(C)(C)Oc2ccc(Cl)cc2)N2CCCC2)cc1 (configuration not stated) | -5.5 | 9.0 | -8.3 | 2.5 | -2.4 | -0.4 | -1.3 | -2.0 | -4.4 | 5.5 | -4.0
O=C(O)CCc1nn2c3ccccc3n(CCN3CCCCC3)c2nc1=O | -7.3 | 4.8 | -2.8 | 11.6 | 6.1 | -1.0 | 15.2 | -0.3 | 9.3 | -2.4 | 12.3
COc1ccc(C(=O)/C=C/c2ccc(C)cc2)c(OC(=O)c2ccc([N+](=O)[O-])cc2)c1 | -2.7 | -1.3 | -30.5 | -2.8 | -5.2 | 3.2 | -81.3 | -0.4 | -27.4 | -22.3 | -16.4
CCc1ccc(NS(=O)(=O)c2ccc3[nH]cc(C(=O)N4CCCCC4)c(=O)c3c2)cc1 | -4.1 | 2.1 | -8.7 | 1.2 | -3.7 | 20.2 | -3.5 | 0.8 | -5.9 | 4.6 | -21.9
COC(=O)c1ccc(NC(=O)COC(=O)c2nc3nccc(C)n3n2)cc1 | -0.3 | 5.6 | 3.4 | 0.9 | -18.3 | -3.0 | 3.2 | 0.3 | -4.4 | 5.7 | 4.5
CC1Cc2ccccc2N1S(=O)(=O)c1cccc(C(=O)OCC(=O)NCc2ccco2)c1 (configuration not stated) | -15.2 | -1.1 | -4.5 | 2.6 | -0.9 | 0.3 | 4.8 | -0.2 | 13.3 | -13.6 | -2.4
COc1ccc(C/C(N)=N/O)cc1 | -4.3 | u | -0.9 | 2.4 | 0.2 | -3.1 | 8.4 | -1.2 | 12.4 | 9.0 | -12.3
COc1ccc(N(CC(=O)NCc2ccc3c(c2)OCO3)C(=O)CCC(=O)Nc2ccccn2)cc1 | -5.5 | -3.8 | -3.6 | 2.3 | 1.5 | 2.4 | 11.9 | 0.4 | 1.6 | -12.4 | 3.6
Cn1cc(C(CO)Cc2ccccc2)c2ccccc21 (configuration not stated) | -5.9 | 6.4 | -5.2 | -2.4 | 6.3 | -5.7 | -9.6 | 4.9 | 11.2 | -7.7 | 13.3
Cc1cc(F)ccc1S(=O)(=O)Nc1ccccc1C(=O)Nc1ncn[nH]1 | x | 0.5 | -3.0 | -1.3 | 6.0 | 6.7 | 28.8 | 3.5 | 16.4 | 6.2 | 2.5
CC(OC(=O)Cn1[nH]c(=O)c2ccccc2c1=O)C(=O)c1ccccc1 (configuration not stated) | x | 8.2 | -1.0 | 16.8 | -0.1 | -7.8 | -2.1 | 0.6 | -5.4 | 5.8 | -12.8
OCCNc1nc(-c2cccnc2)nc2ccccc12 | -10.0 | -4.9 | -2.3 | -1.5 | 17.2 | 2.3 | 16.4 | -2.3 | 12.7 | 4.1 | -16.6
CC(C)C[C@H](NC(=O)[C@H]1N2C(=O)c3ccccc3C2SC1(C)C)C(=O)N[C@@H](Cc1ccccc1)C(=O)O (some centres not stated) | x | x | -3.8 | 13.4 | 6.2 | 11.4 | -8.8 | 2.8 | -3.3 | -0.9 | -18.1
